A549 viability – kills or reduces viability of A549 cells in Nrf2 counter-screen. A549 ARE-Fluc cells, CellTiter-Fluor viability, 18-24 h. Potency, µM (doses to about 46 µM), for the others: top-dose activity change, negative = cytotoxicity, actives largely listed as inhibitors. 390,000 tested, 0.16% active; note: potency is the fitted concentration of half-maximal effect; % is set by controls: 0 for no effect and ±100 for the full control effect
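Cytotoxicity counterscreen: CellTiter-Fluor fluorescence was measured in A549 ARE_Fluc cells after 18-24 h of compound exposure in a concentration series. The subsequent BugLite luminescent read reports ARE-luciferase activity.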
HepG2 viability – kills HepG2 cells in TGF-b inhibitor counter-screen; HepG2 CAGA-GFP viability, ATP luminescence, 18 h; Potency, µM (doses to about 46.1 µM), without a hit: at the highest dose activity change, negative = cytotoxicity, actives largely listed as cytotoxic; 410,000 tested, 0.76% active; note: potency is the fitted concentration of half-maximal effect; some results filed as inactive show a strong effect at the top dose
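HepG2 CAGA-GFP cells (1000/well, DMEM with 1% FBS) received compound, then TGF-beta at 500 pg/mL final, and were incubated 18 hours at 37 degrees C. Viability was read by CellTiter-Glo luminescence. Media-only wells were set as complete cell-killing and DMSO as no toxicity.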
Nrf2 ARE act – activates Nrf2 signaling. AREc32 ARE-luciferase reporter (MCF7-derived line), luminescence, 24 h. Potency, µM (doses to about 46.1 µM), for the others: at the top dose activation, actives largely listed as activators. 410,000 tested, 0.31% active. AID 624171; note: potency is the fitted concentration of half-maximal effect; % of control where 0% means no effect; nearly all actives have a fitted effect of over 65% in size
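AREc32_Fluc, 1000 cells/well, OPTI-MEM + 5% FBS, o/n 37 deg C 5% CO2; 23 nL cpd by pin tool, 24 hr; Steady-Glo 30 min RT, luminescence.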
TGFb inhibitor – blocks TGF-b signaling; Potency, µM (titrated, usually from 46.1 µM), without a hit: at the highest dose activity, negative = inhibition, most hits filed as inhibitors; HepG2 CAGA-GFP TGF-b/SMAD3 reporter, GFP fluorescence, 18 h; TGF-beta stimulated, 500 pg/mL final; 410,000 tested, 1.2% active; AID 588855; note: potency is the fitted concentration of half-maximal effect; % is set by controls: 0 for no effect and ±100 for the full control effect; nearly all actives have a fitted effect of over 65% in size
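First, reporter cells (HEPG2 CAGA-GFP) rested 2 h at 37 degrees C. Next, compounds were pinned in and TGF-beta added to 500 pg/mL final. After 18 h, GFP was imaged per cell and summed per well.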
MmCpn inh – M. maripaludis TRiC chaperonin inhibition; AID 504842; purified Mm-Cpn ATPase, ADP Transcreener TR-FRET; 330,000 tested, 0.031% active; Potency, µM (top dose mostly 76.9 µM), for inactives: top-dose activity, negative = inhibition, usual class: inhibitors; note: potency is the fitted concentration of half-maximal effect; % is set by controls: 0 for no effect and ±100 for the full control effect; nearly all actives have a fitted effect of over 80% in size
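ATPase read-out: TR-FRET ADP immunoassay (anti-ADP Eu cryptate vs ADP-d2), ex 320 nm, em 590/665 nm; signal drops as ADP forms. Enzyme 25 nM, ATP 10 uM, 30 min at 37°C after 10 min compound preincubation.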
Abeta rescue – restores growth of yeast expressing A-beta42 peptide; AID 1347071; 410,000 tested, 0.063% active; Potency, µM (highest dose often 46.1 µM), without a hit: at the highest dose growth rescue, hits mostly activators; yeast expressing A-beta42, growth rescue, OD600, 48 h; response scale: 0% DMSO, 100% iron-clioquinol control; note: potency is the fitted concentration of half-maximal effect; nearly all actives have a fitted effect of over 55% in size
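Yeast growth medium received pinned compounds, then yeast cells expressing toxic A-beta were added; plates incubated at 30 C for 48 hr. Growth read as absorbance at 600 nm, normalized to DMSO and equimolar FeCl3 plus clioquinol controls.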
Nrf2 block – blocks Nrf2 signaling | A549 ARE-Fluc reporter, luciferase luminescence, 18-24 h | AID 504444 | Potency, µM (top dose mostly 46 µM), without a hit: at the highest dose activity change, negative = inhibition, usual class: inhibitors | 360,000 tested, 2.1% active; note: potency is the fitted concentration of half-maximal effect; % is set by controls: 0 for no effect and ±100 for the full control effect; nearly all actives have a fitted effect of over 60% in size
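Nrf2 function is reported as luminescence of an ARE-controlled luciferase in A549 cells. Compounds were tested at several concentrations, and a CellTiter-Fluor read on the same wells flagged cytotoxicity.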
CCT modulator – modulators of cytosolic chaperonin (CCT/TRiC) activity | purified chaperonin ATPase assay, HTRF ADP detection, 30 min | activity change, % (concentration not given with the values), hits read low | 360,000 tested, 0.3% active | AID 651819; in the data active = activity change below about -30%; note: % is set by controls: 0 for no effect and ±100 for the full control effect
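We incubate TRiC, 40 or 20 nM final, with library compounds at 76 uM and 10 uM ATP for 30 min at 37 °C. ADP formed is detected with Transcreener HTRF reagents after 30 min at room temperature.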
Akt phos inh – inhibitors of Akt phosphorylation; 360,000 tested, 0.32% active; activity change, % for hits at 50 µM; Neuro2A IGF-stimulated pAkt S473 HTRF, 20 min; hits give low values; in the data active = activity change below about -80%; inconclusive = mostly about -51% to -80%; note: % is set by controls: 0 for no effect and ±100 for the full control effect
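Neuro2A cells (4,500/well, DMEM with 0.5% FBS) were treated with compound at a single 50 µM final concentration, stimulated with 6 nM IGF for 20 min at 37 °C, and lysed. Phospho-Akt Ser473 was read by HTRF as 665/615 ratio ×10^4.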
An asterisk follows results filed as active; i = inactive; ? = inconclusive; . = no result given; & = joins results of further samples; [ ] = dose if it differs, or a comment. Unless noted, calls come from the whole dose curve; as a rule, active = well fitted curve in the direction sought with a large enough effect; inconclusive = small, poorly fitted or top-dose-only effect, or another doubt; inactive = no such curve, though single readings can be large; an effect the other way counts as inactive or inconclusive.

Every second line gives: TGFb inhibitor	Abeta rescue	Nrf2 ARE act	Nrf2 block	CCT modulator	A549 viability	HepG2 viability	Akt phos inh	MmCpn inh
- C[C@H](NC(=O)[C@@H]1CCCN1C(=O)[C@@H]1CCCN1C(=O)c1ccc(Cl)cc1)c1ccccc1
  .	-13%	-1.5%	.	1.2	.	.	i	.
- Cc1cc2nc(-c3ccccc3O)[nH]c2cc1C
  6%	-7%	5.6%	?	-1.3	1%	2%	i	.
- CN(C(=O)CSc1nc2ccc(NC(=O)c3ccco3)cc2s1)c1ccccc1
  -7%	-16%	-1.0%	?	.	-8%	-29%	.	.
- CC(C)Cn1c(-c2cccc(S(=O)(=O)N3CCOCC3)c2)n[nH]c1=S
  -2%	-22%	-0.5%	-3%	-1.6	0%	-22%	i	-6%
- Cc1ccc(S(=O)(=O)N2C[C@H]3C(=O)C[C@@H](c4cccc(Cl)c4)N(S(=O)(=O)c4ccc(C)cc4)[C@H]3C[C@H]2c2ccc(Cl)cc2)cc1
  2%	0%	2.2%	.	0.4	.	-8%	i	.
- CCN1CCN(Cc2nc3cc(NC(=O)c4cc(OC)c(OC)c(OC)c4)ccc3n2CC)CC1
  -6%	7%	6.6%	-17%	.	-5%	-26%	.	.
- CCOC(=O)c1sc(CS(=O)(=O)c2ccc(Cl)cc2)nc1C
  47%	5%	0.2%	0%	-2.2	12%	29%	i	-3%
- COc1ccc(C(=O)NCC(=O)NCC(=O)OCC(=O)C(C)(C)C)cc1
  -3%	25%	-1.5%	13%	0.8	-1%	2%	i	2%
- CCOC(=O)c1nnn(CC(=O)N2N=C(c3cccc4ccccc34)CC2c2ccccc2)c1C(=O)OCC (centres undefined)
  -20%	-6%	0.8%	-9%	0.4	-9%	-29%	i	-2%
- CSc1nc2cc3c(cc2n1C(=O)c1ccc(C)cc1)OCCO3
  0%	-4%	4.8%	-10%	-3.1	-1%	-1%	i	0%
- CCC(C(=O)Nc1cc(OC)cc(OC)c1)n1nc(-c2ccc(C)c(C)c2)ccc1=O (centres undefined)
  ?	?	6.1%	?	.	-20%	-45%	.	.
- CC1CCN(C(=O)c2ncn3c2c(=O)[nH]c2ccccc23)CC1
  -17%	-6%	-1.1%	.	-2.9	.	-25%	i	.
- C[C@H]1CN([C@@H](C)CO)C(=O)c2cc(NC(=O)Cc3ccccc3)ccc2O[C@H]1CN(C)Cc1ccccc1
  -8%	3%	0.2%	-3%	1.9	1%	-5%	i	1%
- CCN(CCn1cccn1)C(=O)C1CCC(=O)N(CCc2cccc(F)c2)C1 (centres undefined)
  7%	-4%	-0.1%	15%	0.3	-2%	-94%	i	2%
- CN(C(=O)c1ccccc1C(=O)OCC(=O)c1ccc(Br)cc1)c1ccccc1
  -20%	-9%	2.6%	?	-2.0	?	-26%	i	-10%
- COc1ccccc1CNc1nc(-c2cc(C)n(C)c2C)cs1
  -1%	-10%	-0.4%	-23%	1.4	-22%	1%	i	-4%
- CCCCNC(=NCc1cccc(C(F)(F)F)c1)Nc1ccccc1
  0%	2%	6.3%	?	-0.1	1%	-186%	i	1%
- CCOC(=O)C1=CCN(S(=O)(=O)c2cccc(Cl)c2)C1c1cccc(F)c1 (centres undefined)
  ?	-4%	13%	.	-2.6	.	-43%	i	.
- Cc1ccccc1C(=O)N1CC(=O)Nc2ccc(Cl)cc2C1c1ccccc1 (centres undefined)
  84%[activator]	4%	4.9%	-2%[9.27 µM]	.	0%	32%	.	.
- COc1ccccc1OCC(=O)NCC(c1cccs1)N1CCOCC1 (centres undefined)
  -17%	-8%	-0.9%	9%	-4.2	1%	-26%	i	-1%

Single values from the results shown:
Nrf2 ARE act result of CCOC(=O)c1nnn(CC(=O)N2N=C(c3cccc4ccccc34)CC2c2ccccc2)c1C(=O)OCC (centres undefined) stands at 0.8%
CCT modulator result of Cc1cc2nc(-c3ccccc3O)[nH]c2cc1C stands at -1.3

(list continues)
Every second line gives: TGFb inhibitor	Abeta rescue	Nrf2 ARE act	Nrf2 block	CCT modulator	A549 viability	HepG2 viability	Akt phos inh	MmCpn inh
- Cc1ccc(S(=O)(=O)/N=C(/Sc2ccccc2C(=O)O)c2ccccc2)cc1
  -7%&0%	12%	-0.3%	-11%&2%	-0.2	0%&-3%	3%&-2%	i	3%
- CCOc1ccc(CNS(=O)(=O)c2ccc3c(c2)CC(C)N3C(C)=O)cc1OC (centres undefined)
  -17%	-7%	3.4%	?	.	-12%	-2%	.	.
- Cc1occc1C(=O)Nc1sc2c(c1C(N)=O)CCCCC2
  4%	0%	9.9%	1%	-0.9	-20%	-5%	i	-1%
- Cc1ccc(N2C(=NC(=O)c3ccccc3)SC3CS(=O)(=O)CC32)cc1 (centres undefined)
  -13%	2%	0.1%	-23%	-4.8	2%	-5%	i	-2%
- C[C@]12c3[nH]c4cc(-c5ccco5)ccc4c3CCN1C(=O)[C@@H](CC(=O)NCc1cccc(C(F)(F)F)c1)C[C@@H]2C(=O)N1CCOCC1
  ?	6%	3.8%	?	-1.5	-24%	4%	i	-15%
- Nc1c(C(=O)Nc2cccc(F)c2)nnn1-c1cccc(C(F)(F)F)c1
  -3%&11%	-7%&6%	1.1%&3.1%	-2%	-0.5	-5%&2%	-3%&4%	i	0%
- COc1cc(C(=O)O)c2ccccc2n1
  5%	5%	-0.2%	17%	2.1	-2%	0%	i	-1%
- O=C(Nc1ccc(Cl)cc1Cl)c1ccc2c(c1)OCCO2
  -20%	-11%	0.1%	?	-5.0	-2%	-18%	i	-3%
- COc1ccc2nc(N3C(=O)CC(Cc4ccc(Cl)cc4)C3=O)sc2c1 (centres undefined)
  -12%	3%	-0.4%	-9%	-9.4	6%	-33%	i	2%
- COc1ccc(C2CC(=O)c3cnc(NC(=O)c4ccccc4)nc3C2)c(OC)c1 (centres undefined)
  ?	4%	0.2%	?	-1.9	?	-22%	i	1%
- CN(C)C(=O)c1sccc1Oc1ccc(F)cc1[N+](=O)[O-]
  -1%	1%	0.0%	3%	0.9	0%	-1%	i	0%
- Clc1cccc(-c2cc3nc(NCCOc4ccccc4)ccn3n2)c1
  -8%	-4%	8.1%[9.22 µM]	.	-29	.	-34%	i	.
- Cc1cc2c(NC(=O)Nc3ccc(F)cc3)cccc2nn1
  0%	-49%[inhibitor]	?	-6%	-0.8	0%	-13%	i	2%
- COc1ccc(NC(=O)CN2C(=O)CC(c3ccco3)Sc3ccccc32)cc1OC (centres undefined)
  14%	-15%	4.1%	?	.	-8%	-13%	.	.
- Cc1cccc(C(=O)/C=C2/c3ccccc3CC(C)(C)N2C)c1
  -12%	6%	-0.9%	-22%	0.3	?	-46%	i	2%
- CC1(C(=O)NCc2ccco2)Cc2c(-c3cccc(C(N)=O)c3)ccnc2O1 (centres undefined)
  25%	0%	9.5%	.	1.4	.	2%	i	.
- O=c1c2ccccc2cnn1-c1ccc(Cl)cc1
  -2%	-8%	6.9%	.	-1.4	0%	0%	i	-1%
- COc1ccccc1CNC(=O)CCCC(=O)n1ncc2cc(C)ccc21
  -14%	-7%	0.1%	20%	-0.6	-3%	-28%	i	-4%
- CCn1c(=O)n(CC(=O)NCc2ccco2)c(=O)c2ccccc21
  -15%	-1%	0.0%	5%	-5.3	0%	-6%	i	1%
- Cc1ccc(NC(=O)NNC(=O)c2ccccc2)cc1
  1%	3%	0.3%	13%	-1.7	-3%	0%	i	2%

Part of the list above, reduced to Akt phos inh and CCT modulator:
Molecule,Akt phos inh,CCT modulator
C[C@]12c3[nH]c4cc(-c5ccco5)ccc4c3CCN1C(=O)[C@@H](CC(=O)NCc1cccc(C(F)(F)F)c1)C[C@@H]2C(=O)N1CCOCC1,i,-1.5
Nc1c(C(=O)Nc2cccc(F)c2)nnn1-c1cccc(C(F)(F)F)c1,i,-0.5

The list continues.
Every second line gives: TGFb inhibitor	Abeta rescue	Nrf2 ARE act	Nrf2 block	CCT modulator	A549 viability	HepG2 viability	Akt phos inh	MmCpn inh
- Cc1ccc(N2CCN(S(=O)(=O)N3CCCCCC3)CC2)cc1Cl
  3%	-9%	-0.6%	-11%	-1.0	-10%	-6%	i	0%
- CC(=O)c1ccccc1OC(=O)CCN1C(=O)c2ccccc2C1=O
  15%	3%	0.2%	-11%	0.0	6%	18%	i	1%
- Cc1ccccc1OCC(=O)Nc1ccccc1N1CCC(C)CC1
  -26%	12%	-0.7%[9.22 µM]	-7%	-1.1	17%	-15%	i	1%
- COc1ccc(CNC(=O)CN(C(=O)c2snc(C(N)=O)c2N)c2ccc(F)cc2)cc1
  16%	-17%	0.1%	3%	2.8	-9%	4%	i	-1%
- CC(=O)Nc1ccc(NC(=O)CSc2nc(C)nc3sc(C)c(C)c23)cc1
  2%	-11%	-0.1%	-23%	-3.0	5%	-1%	i	0%
- CCOC(=O)c1c(NC(=O)CSc2nc3ccccc3c(=O)n2-c2ccc(F)cc2)sc(C(C)=O)c1C
  1%	-17%	1.7%	?	-3.1	8%	-15%	i	-2%
- CO/N=C/NC(=O)NOCc1ccc(Cl)cc1Cl
  2%	?	0.9%	11%	-1.1	-3%	18%	i	-4%
- CC(C)c1ccc(C(C)NC(=O)C2CCCC2)cc1 (centres undefined)
  -8%	-9%	-1.2%	-18%	-2.2	20%	1%	i	-7%
- COc1ccc(NC(=O)COC(=O)Cc2c[nH]c3ccccc23)cc1Cl
  0%	10%	2.3%	-2%	-1.4	1%	-11%	i	0%
- Cc1ccc(S(=O)(=O)NCC(=O)OCC(=O)c2ccc(S(=O)(=O)N3CCCCC3)cc2)cc1C
  1%	2%	-0.3%	-1%	0.3	0%	-3%	i	.
- Nc1ccccc1N1C(=O)c2cccc3cccc(c23)C1=O
  -26%	-6%	8.9µM*	?	-2.5	-2%	-14%	i	.

Bioassay records from PubChem.
